Source: PubChem BioAssay
MITF inh = inhibitors of human MITF | AlphaScreen MITF homodimerization, bead proximity signal | inhibition, % at 2.6 µM | 650,000 tested, 0.91% active | AID 1259374; in the data active = inhibition above about 50%;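 also: 0% = vehicle wells with protein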
FBW7 activator = human FBW7 E3 ligase activation, primary screen. Q969H0. AlphaScreen FBW7–phospho-cyclin E peptide binding, activator screen. 650,000 tested, 0.13% active. AID 1259310. normalized activity (activation), % at 26.1 µM; in the data active = normalized activity above about 1.9%;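 also: purified mutant Fbw7 with reduced substrate affinity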
Target sequence (Q969H0 whole entry, looked up): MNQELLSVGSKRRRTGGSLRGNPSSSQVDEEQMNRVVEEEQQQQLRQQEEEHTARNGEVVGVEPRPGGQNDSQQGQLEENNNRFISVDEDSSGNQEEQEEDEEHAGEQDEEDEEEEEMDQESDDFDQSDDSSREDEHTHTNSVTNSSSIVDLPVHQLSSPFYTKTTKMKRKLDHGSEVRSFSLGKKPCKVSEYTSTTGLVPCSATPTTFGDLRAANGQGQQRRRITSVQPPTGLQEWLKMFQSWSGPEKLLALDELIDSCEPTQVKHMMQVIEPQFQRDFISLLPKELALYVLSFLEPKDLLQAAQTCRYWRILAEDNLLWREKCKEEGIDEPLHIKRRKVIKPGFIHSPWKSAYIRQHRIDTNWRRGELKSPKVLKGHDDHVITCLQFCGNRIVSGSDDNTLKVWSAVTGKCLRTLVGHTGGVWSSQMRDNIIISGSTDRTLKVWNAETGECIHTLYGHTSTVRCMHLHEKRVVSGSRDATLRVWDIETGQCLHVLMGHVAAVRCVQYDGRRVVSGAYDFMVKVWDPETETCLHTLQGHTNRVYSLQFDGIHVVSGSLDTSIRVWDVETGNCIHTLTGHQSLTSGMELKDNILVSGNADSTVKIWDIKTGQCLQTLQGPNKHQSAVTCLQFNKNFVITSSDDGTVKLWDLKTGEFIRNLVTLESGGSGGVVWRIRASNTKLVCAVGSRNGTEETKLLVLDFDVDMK
GPR151 activ = activates the human receptor GPR151; AID 1508602; activation, % at 11.2 µM; Q8TDV0; 650,000 tested, 1% active; PathHunter beta-arrestin GPR151 cells, luminescence; in the data active = activation above about 4.9%;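 also: 0% = median of compound wells and 100% = cells with positive control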
Target sequence (Q8TDV0 whole entry, looked up): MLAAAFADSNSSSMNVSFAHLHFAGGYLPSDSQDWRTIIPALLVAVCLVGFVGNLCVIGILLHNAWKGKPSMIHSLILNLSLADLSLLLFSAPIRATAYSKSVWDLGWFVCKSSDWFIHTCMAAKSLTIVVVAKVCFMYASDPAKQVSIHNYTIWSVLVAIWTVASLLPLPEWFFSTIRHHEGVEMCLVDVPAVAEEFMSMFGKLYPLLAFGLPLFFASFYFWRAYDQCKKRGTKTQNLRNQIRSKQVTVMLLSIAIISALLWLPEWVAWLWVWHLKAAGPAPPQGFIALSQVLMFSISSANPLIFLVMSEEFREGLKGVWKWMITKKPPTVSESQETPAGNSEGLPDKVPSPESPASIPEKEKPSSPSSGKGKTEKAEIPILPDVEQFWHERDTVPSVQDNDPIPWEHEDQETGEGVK
TEAD-YAP inh = TEAD-YAP interaction inhibition. AID 1259422. 640,000 tested, 1.4% active. inhibition, % at 9.12 µM. HEK-TIYL cells, TEAD-Gal4/YAP UAS-luciferase luminescence; in the data active = inhibition above about 32%;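 also: 0% = median of test compound wells and 100% = reference inhibitor wells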
* marks the source's active call; other numbers are inactive results; nt = no result given; & = joins results of further samples; ! = not confirmed by another sample. Some of the compounds tested; count on the stated rates, not on these rows.

Every second line gives: TEAD-YAP inh, GPR151 activ, FBW7 activator, MITF inh
- O=C(Cn1cnc2sc3c(c2c1=O)CCCC3)NCCCC(=O)N1CCC2(CC1)OCCO2
→ -12, 0.9, 0.0, 0
- CN1CCN(Cc2cccc(Cl)c2)CC1
→ 2, 0.7, -0.2, 35
- CN1CCN(Cc2cccc(F)c2)CC1CCO (configuration not stated)
→ 9, -0.1, 0.0, -14
- C1=C[C@H]2c3ccccc3N[C@@H](c3cccnc3)[C@H]2C1
→ 2, 3.1, 0.0, 3
- CCS(=O)(=O)Nc1cccc(C(=C2CCCCC2)c2cnc[nH]2)c1
→ 1, -1.4, -0.1, -8
- CCOC(=O)C(Cc1ccccc1)N1CC1C(=O)OC (configuration not stated)
→ -2, -0.4, 0.1, 3
- O=C(Cc1noc2ccccc12)N1CCN(Cc2ccccc2)CC1
→ -6, -0.9, 0.0, 8
- Cc1ccc(-n2c(-c3ccccc3F)nc3ccccc3c2=O)cc1
→ -1, -0.5, -0.1, -2
- O=C(O)C1C2c3ccccc3C(c3ccccc32)C1C(=O)NCc1ccccc1 (configuration not stated)
→ 4, -0.7, 0.0, 4
- c1ccc(-c2cc3c(nc2-c2ccccc2)CCNC3)cc1
→ nt, -2.0, 0.2, -17
- Cc1ccc(-n2c(/C=C/c3ccccc3F)nc3ccccc3c2=O)cc1
→ 22, -0.5, -0.2, 6
- CN(C(=O)CN1C2CCC1CC(O)(c1ccco1)C2)C1CCCCC1 (configuration not stated)
→ 7, -1.2, 0.1, 16
- Brc1ccccc1CN1CCOCC1
→ -9, 0.0, 0.1, 36
- O=c1cccc2n1CC1CC2CN(Cc2ccc(-c3ccc([N+](=O)[O-])cc3)o2)C1 (configuration not stated)
→ 5, 0.5, -0.1, 6
- COc1ccc(OCC(=O)Nc2ccc(Cl)cc2C(=O)c2ccccc2)cc1
→ -16, -0.5, 0.0, 2
- COC(=O)c1ccc(COc2cc(C)cc3oc(=O)c4c(c23)CCCC4)cc1
→ 8, 3.0, -0.1, -5
- O=C1CC2(CCNCC2)Oc2ccc(Cl)cc21
→ -11, 3.3, 0.0, -2
- O=c1cccc2n1CC1CC2CN(Cc2ccc(F)cc2)C1 (configuration not stated)
→ -11, 1.9, -0.2, -10
- C=C1C[C@@H](c2ccccc2)N2CCCC[C@H]2[C@H]1C
→ 1, 0.4, 0.6, 4
- N#Cc1ccc(C(=O)Nc2cc(Br)ccc2C(=O)c2ccccc2)cc1
→ 2, -1.5, -0.1, 22
- O=C(O)[C@@H]1CSC(c2cccnc2)N1 (some centres not stated)
→ 2, 0.5, 0.5, -3
- Cc1ccccc1-n1c(/C=C/c2ccccc2F)nc2ccccc2c1=O
→ 4, 0.4, 0.0, 3
- C=CS(=O)C1CC2(Cl)C(Cl)=C(Cl)C1(Cl)C2(Cl)Cl (configuration not stated)
→ 15, -0.6, 0.0, 4
- Cc1ccc(NC(=O)c2cn(CCC#N)nc2-c2ccc3c(c2)OCCO3)c([N+](=O)[O-])c1
→ 1, -1.4, 0.0, 1
- CCC(=O)N1CC(=O)Nc2ccc(Br)cc2C1c1ccccc1 (configuration not stated)
→ 0, 0.1, 0.1, -3
- COc1ccc(CN2CCN(c3ccc(Cl)cc3)CC2)cc1O
→ 10, 0.3, 0.0, 9
- CCNC(=O)[C@H]1O[C@@H](n2cnc3c(N)ncnc32)[C@@H](O)C1O (some centres not stated)
→ nt, 0.1, 0.0, 0
- CC1=C(C(=O)OC(C)(C)C)C2(C(=O)Nc3ccc(Br)cc32)C(C(=O)OC(C)(C)C)=C(N)O1 (configuration not stated)
→ 12, -1.6, 0.2, -4
- COc1ccc(/C=C/c2nc3ccccc3c(=O)n2-c2ccccc2OC)cc1
→ -4, 0.8, 0.0, -11
- COc1ccc(CN2CCN(Cc3cccc(OC)c3)CC2)cc1
→ 2, 2.2, 0.0, 63*

Twelve of the compounds above, comma-delimited:
compound,TEAD-YAP inh,GPR151 activ,FBW7 activator,MITF inh
O=C(Cn1cnc2sc3c(c2c1=O)CCCC3)NCCCC(=O)N1CCC2(CC1)OCCO2,-12,0.9,0.0,0
CN1CCN(Cc2cccc(Cl)c2)CC1,2,0.7,-0.2,35
CN1CCN(Cc2cccc(F)c2)CC1CCO (configuration not stated),9,-0.1,0.0,-14
C1=C[C@H]2c3ccccc3N[C@@H](c3cccnc3)[C@H]2C1,2,3.1,0.0,3
CCS(=O)(=O)Nc1cccc(C(=C2CCCCC2)c2cnc[nH]2)c1,1,-1.4,-0.1,-8
CCOC(=O)C(Cc1ccccc1)N1CC1C(=O)OC (configuration not stated),-2,-0.4,0.1,3
O=C(Cc1noc2ccccc12)N1CCN(Cc2ccccc2)CC1,-6,-0.9,0.0,8
Cc1ccc(-n2c(-c3ccccc3F)nc3ccccc3c2=O)cc1,-1,-0.5,-0.1,-2
O=C(O)C1C2c3ccccc3C(c3ccccc32)C1C(=O)NCc1ccccc1 (configuration not stated),4,-0.7,0.0,4
c1ccc(-c2cc3c(nc2-c2ccccc2)CCNC3)cc1,nt,-2.0,0.2,-17
Cc1ccc(-n2c(/C=C/c3ccccc3F)nc3ccccc3c2=O)cc1,22,-0.5,-0.2,6
CN(C(=O)CN1C2CCC1CC(O)(c1ccco1)C2)C1CCCCC1 (configuration not stated),7,-1.2,0.1,16

Later entries
Every second line gives: TEAD-YAP inh, GPR151 activ, FBW7 activator, MITF inh
- N#CCCn1cc(C=O)c(-c2ccccc2)n1
→ -2, -0.3, -0.4, 14
- COc1cc(N)c(Cl)cc1C(=O)NC1CN2CCC1CC2 (configuration not stated)
→ 2, 3.7&-1.5, 0.0&-0.1, 5&0
- COc1ccc(CCNC2CC3CCC2C3)cc1 (configuration not stated)
→ 9, -0.3, 0.0, -15
- O=S1(=O)N=C2CCCCCN2C(c2cccnc2)N1 (configuration not stated)
→ -11, -0.5, 0.1, 12
- CCC1(CC)C(=O)NC(=Nc2ccc(OC)cc2)NC1=O
→ -3, 2.2, -0.3, -4
- CSc1ccc(/C=C/c2nc3ccccc3c(=O)n2-c2cccc(Cl)c2)cc1
→ 0, 3.4, -0.1, 6
- Fc1ccc(CN2CCN(c3ccc(Cl)cc3)CC2)cc1
→ 0, 1.6, -0.1, 9
- COc1ccccc1/C=N/N=C(\N)N[N+](=O)[O-]
→ -5, 0.3, -0.2, 3
- Cc1cccc(NC(=O)C(Cl)(Cl)Cl)c1C
→ 6, 1.2, 0.4, 11
- Cc1ccc(N=C(N(C)C)P(=O)(N(C)C)N(C)C)cc1
→ -6, 1.1, 0.1, 5
- COc1ccc(CC2CC3CCN2CC3)cc1 (configuration not stated)
→ 6, -0.8, 0.7, 5
- Cc1sc2ncn(CC(=O)NCCCC(=O)N3CCC4(CC3)OCCO4)c(=O)c2c1C
→ 6, 1.1, -0.1, -1
- CC(Cc1cccs1)NCc1c(C(=O)N2CCCC2)nc2sccn12 (configuration not stated)
→ 7, 1.2, 0.2, -6
- COc1ccc(CC(C)NCc2cccc(F)c2)cc1 (configuration not stated)
→ -2, -0.5, 0.0, 10
- Clc1cccc(Cl)c1CNC1CN2CCC1CC2 (configuration not stated)
→ 3, 2.0, -0.1, 0
- COc1cc(CN2CCN(C(=O)Cc3ccccc3)CC2)cc(OC)c1O
→ -1, 1.1, -0.1, 34
- CCC1(c2ccccc2)C(=O)NC(=O)N(C(=O)c2ccccc2Br)C1=O (configuration not stated)
→ 10, 0.2, 0.2, -3
- O=[N+]([O-])c1cccc(CN2CCN(c3ccccc3)CC2)c1
→ 4, 0.4, -0.2, 36
- CCCC[N+]1(C)C2CC(OC(=O)[C@H](CO)c3ccccc3)CC1C1OC12 (some centres not stated)
→ -2, 0.1, -0.2, -4
- CCOC(=O)c1c(CN2CCN(C)CC2)n(Cc2ccccc2)c2cc(Br)c(O)cc12
→ -3, 0.9, -0.1, -10
- CN1CCN(c2c([N+](=O)[O-])cc(C(F)(F)F)cc2[N+](=O)[O-])CC1
→ -1, -1.3, 0.1, 10
- O=C(CN1CCN(C(=O)Cc2cccs2)CC1)Nc1ccc(Br)cc1
→ -1, 0.7, -0.1, -5
- O=c1c2ccccc2nc(/C=C/c2ccccc2F)n1-c1ccccc1
→ 0, -0.8, 0.1, 17
- CC(=O)Oc1cccc(/C=C/c2nc3ccccc3c(=O)n2-c2ccccc2Br)c1
→ 11, -1.3, -0.1, -15
- CCC(C(=O)N1CCC2(CC1)OCCO2)n1c2ccccc2c2nc(=O)cc(C)n21 (configuration not stated)
→ 4, -0.8, -0.1, -11
- Clc1cnc(Oc2ccc(Oc3ncc(Cl)cc3Cl)cc2)c(Cl)c1
→ -13&-11, -1.4&-0.6, -0.1&-0.1, -12&-5
- Cc1cccc(CN2CCN(Cc3ccc4c(c3)OCO4)CC2)c1
→ -6, -1.8, 0.0, 47
- O=c1c2ccccc2nc(-c2cccs2)n1-c1cnccn1
→ 1, -0.3, -0.1, -3
- CC1OC1P(=O)(O)O (configuration not stated)
→ 3&-6, 1.4&-1.6, 0.1&0.3, -4&12
- CCCCc1ccc(C(=O)O)nc1
→ 6, -1.6, -0.1, 16

Random excerpt: two entries already listed
Every second line gives: TEAD-YAP inh, GPR151 activ, FBW7 activator, MITF inh
- Cc1cccc(NC(=O)C(Cl)(Cl)Cl)c1C
→ 6, 1.2, 0.4, 11
- COc1cc(N)c(Cl)cc1C(=O)NC1CN2CCC1CC2 (configuration not stated)
→ 2, 3.7&-1.5, 0.0&-0.1, 5&0

(more compounds)
Every second line gives: TEAD-YAP inh, GPR151 activ, FBW7 activator, MITF inh
- Cc1sc2ccccc2c1CC1=NCCN1
→ 4, 3.4, 0.0, -3
- N#Cc1cc2c(nc1SCC(=O)NCc1ccc3c(c1)OCO3)N1CCC2CC1
→ 14, 0.4, 0.0, 9
- CCCCOC(=O)c1ccccc1C(=O)OCCCC
→ 0&2, 5.9*!, 0.1&0.4, -15&7
- Cc1ccc(CN2CC3CC(C2)c2cccc(=O)n2C3)cc1 (configuration not stated)
→ 9, 0.8, -0.1, -6
- CC(NCC#Cc1ccccc1)C(O)c1ccccc1 (configuration not stated)
→ 13, 1.5, -0.1, 8
- Cc1cnc(C)c(-c2cccc3c2OC(CNC(=O)C2C(C)(C)C2(C)C)C3)n1 (configuration not stated)
→ 5, 0.4, -0.2, 1
- CCOc1ccc(C(Nc2ccc(Br)cc2)P2(=S)OCC(C)(C)CO2)cc1 (configuration not stated)
→ -30, -0.1, -0.1, 5
- CCN1C(=O)/C(=C/c2ccc(N(CC)CC)cc2OC)C(=O)NC1=S
→ 13, 0.5, -0.5, 10
- CC(C)CC(=O)Nc1ccc(C#N)c(Cl)c1
→ 6, -0.3, 0.1, -3
- CCCN1CC(C)C(OC(C)=O)(c2ccccc2)CC1C (configuration not stated)
→ -11, 0.2, -0.1, 15
- COc1ccccc1N1CCN(Cc2ccc([N+](=O)[O-])cc2)CC1
→ 8, 5.5*, -0.1, 37
- CCCC(=O)c1c(O)[nH]c(=O)[nH]c1=O
→ 1, 0.2, -0.5, 5
- Cc1nc2oc(-c3ccccc3)n[n+]2c(C)c1C
→ -9, -0.6, 0.2, 10
- Cc1cc(OCC(=O)Nc2ccc(Cl)cc2C(=O)c2ccccc2)ccc1Cl
→ 8, -0.2, 0.4, 10
- Cn1c(O)c(C=NCCc2c[nH]c3ccccc23)c(=O)n(C)c1=O
→ -1, 2.7, 0.0, 15
- CC1(C)COP(=S)(C(Nc2ccc([N+](=O)[O-])cc2)c2ccc(O)cc2)OC1 (configuration not stated)
→ 12, 0.8, -0.1, 3
- CC(=O)[C@H]1CC[C@H]2[C@@H]3CC[C@H]4C[C@H](O)CC[C@]4(C)[C@H]3C(=O)C[C@]12C
→ -12&0, -0.2&0.9&1.8, 0.0&-0.1&0.0, 0&-5&-1
- Cn1cccc1CNCCc1ccccc1F
→ -5, 1.0, -0.1, 13
- Oc1ccc2c3c1O[C@H]1c4[nH]c5ccccc5c4C[C@@]4(O)C(C2)N(CC2CC2)CC[C@]314
→ nt, 0.0, -0.1, -10
- C[C@@H]1O[C@@H](O[C@H]2C[C@@H](O)[C@]3(CO)[C@@H]4C(CC[C@]3(O)C2)[C@@]2(O)CC[C@H](C3COC(=O)C3)[C@@]2(C)C[C@H]4O)[C@H](O)[C@H](O)[C@H]1O (some centres not stated)
→ 94*, -0.6, 0.5, 5
- COc1cc(C2C(C#N)=C(N)Oc3c2c(=O)oc2ccccc32)cc(OC)c1OC(=O)N1CCOCC1 (configuration not stated)
→ 1, -0.9, 0.0, 2
- O=c1[nH]c2ccccc2c(=O)n1-c1ccc(Cl)cc1
→ 1, -0.1, 0.2, 17
- O=C(O)c1nn(Cc2ccc(S(=O)(=O)N3CCOCC3)cc2)c2ccccc12
→ -7, 0.2, 0.1, 23
- CCOC(=O)C1C2NC(=S)N(c3ccc(CC)cc3)C1(C)Oc1c(OC)cccc12 (configuration not stated)
→ 9, -0.2, -0.2, 40
- CC(C)CCOC(=O)C1(O)c2ccccc2-c2ccccc21
→ -3, 0.5, -0.1, 7
- COc1ccc(CN2CCN(Cc3cccc(C)c3)CC2)cc1
→ 4, -1.6, -0.5, 31
- CCOc1ccc(C(=O)Nc2ccc(Cl)cc2C(=O)c2ccccc2Cl)cc1
→ 3, -0.5, 0.0, 16
- Cc1ccc(-n2c(/C=C/c3ccc(F)cc3)nc3ccccc3c2=O)cc1C
→ 5, -0.8, 0.2, 2
- COc1ccc(C2C(C#N)=C(N)Oc3c2c(=O)oc2ccccc32)cc1O (configuration not stated)
→ -8, -0.5, -0.2, -4
- COC(=O)COc1ccc(C=C2C(=O)NC(=O)NC2=O)cc1
→ -6, 5.2*, -0.5, -10
- CCOC(=O)C1=C(N)OC2=C(C(=O)CC(C)(C)C2)C12C(=O)Nc1ccccc12 (configuration not stated)
→ 6, 0.0, 0.1, -7
- CCN(CC)C(=O)COc1ccc(C2C(C#N)=C(N)Oc3c2c(=O)oc2ccccc32)cc1OC (configuration not stated)
→ 8, -0.8, 0.1, 21
